# KOR beta-arrestin-1 = kappa opioid receptor blockers – cell-based, luminescence, uHTS (AID 1778); 0.091% of 290,000 active; KOR beta-arrestin recruitment, luminescence, antagonist mode; higher % means a stronger effect; one-dose inhibition, % at 10 µM; IC50 in µM for titrated hits; in the data active means inhibition above about 50%; further: strong numbers were not always called active
# West Nile virus CPE = inhibition of WNV-induced cytopathic effect – cell-based, CPE readout (AID 1621); one-dose CPE inhibition, % at 10 µM; IC50 in µM for titrated hits; 0.02% of 290,000 active; West Nile virus-infected cells, CPE inhibition; higher % means a stronger effect; in the data active means a potency from the dose series; further: strong numbers were not always called active
# HIV peptide binding = cell-free HIV fusion peptide-binding blockers – biochemical, uHTS, fluorescence dequenching, primary screen (AID 1986). cell-free peptide binding, fluorescence dequenching, 30 min; higher % means a stronger effect. one-dose inhibition, % at 20 µM; IC50 in µM for titrated hits. 0.3% of 290,000 active; in the data active means inhibition mostly above about 52%, no sharp cut-off; inactive means mostly below about 76%; further: some results filed as inactive read as strong as hits
# KOR beta-arrestin-2 = KOR agonists, beta-arrestin recruitment, primary screen, cell-based, luminescence, uHTS (AID 1777); KOR beta-arrestin recruitment, luminescence; higher % means a stronger effect; one-dose activation, % at 10 µM; EC50 in µM for titrated hits; 0.02% of 280,000 active; in the data active means activation above about 50%, passing the limit was not always enough; further: a part of the inactive calls stands beside numbers as strong as those of hits
# Dengue-2 NS5 capping = Dengue-2 NS5 methyltransferase inhibitors, primary screen, biochemical, confirmation dose response (AID 588689). one-dose inhibition, % at 25 µM; IC50 in µM for titrated hits. Dengue-2 NS5 methyltransferase capping enzyme assay, biochemical; higher % means a stronger effect. 0.3% of 340,000 active; in the data active means a potency from the dose series
# GPR55 beta-arrestin = GPR55 agonists via beta-arrestin recruitment, primary screen, imaging, U2OS cells, beta-arrestin-GFP redistribution (AID 1961); 0.048% of 290,000 active; activation, % at 10 µM, or EC50 in µM where a hit was titrated; U2OS GPR55 beta-arrestin-GFP redistribution imaging; higher % means a stronger effect;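 active means activation above 40% with more than 50 cells counted in the well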;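 further: U2OS osteosarcoma cells stably expressing GPR55 and beta-arrestin-GFP; plate controls were DMSO negative control for no effect and LPI positive control for full effect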
# NOD1 NF-kB reporter = inhibition of NOD1-driven NF-kB reporter – cell-based, luminescence, uHTS, primary screen (AID 1578); 1% of 290,000 active; inhibition, % at 4 µM, or EC50 in µM where a hit was titrated; NOD1-driven NF-kB luciferase reporter cells, luminescence; higher % means a stronger effect; in the data active means inhibition mostly above about 36%, no sharp cut-off; inactive means mostly below about 34%;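 further: HEK-293T reporter cells stimulated with the NOD1 agonist gamma-tri-DAP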
# GPR35 antagonists = inhibition of zaprinast-stimulated GPR35 beta-arrestin translocation – imaging, U2OS, beta-arrestin-GFP, zaprinast agonist, primary screen (AID 2058); U2OS GPR35 beta-arrestin-GFP translocation imaging, zaprinast antagonism; higher % means a stronger effect; inhibition, % at 10 µM, or IC50 in µM where a hit was titrated; 0.052% of 290,000 active;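 active means inhibition of at least 50% with at least 30 cells and total cytoplasm GFP at most 10,000,000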
# GPR55 antagonists = GPR55 antagonists blocking LPI-driven arrestin recruitment, primary screen, imaging, U2OS, beta-arrestin-GFP, LPI agonist (AID 2013). U2OS GPR55 beta-arrestin-GFP translocation imaging, LPI antagonism; higher % means a stronger effect. one-dose inhibition, % at 10 µM; IC50 in µM for titrated hits. 0.13% of 290,000 active;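 active means spots per cell inhibited over 60%, with over 100 cells counted and total cytoplasm intensity under 500,000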;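 further: U2OS cells stably carrying GPR55 and arrestin-GFP stimulated by 5 µM LPI near EC80; imaged beta-arrestin-GFP aggregate spots per cell after agonist stimulation; plate controls were LPI-stimulated DMSO wells for no effect and DMSO wells without LPI for full effect; some results filed as inactive read as strong as hits; confirmed hits need IC50 under 10 µM and bright autofluorescent wells are also inconclusive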
# Dengue-2 NS5 capping pilot replicate = further read-out of Dengue-2 NS5 capping, marked with its call; inhibition, %; measured here: pilot screen replicate inhibition
# Starred values were filed as active, the others as inactive; · = not tested or not shown; & = joins results of further samples; [ ] = dose if it differs, or a comment. Not all compounds are listed, so the mix of outcomes need not match the whole.
SMILES,KOR beta-arrestin-1,West Nile virus CPE,HIV peptide binding,KOR beta-arrestin-2,Dengue-2 NS5 capping,GPR55 beta-arrestin,NOD1 NF-kB reporter,GPR35 antagonists,GPR55 antagonists,others
COc1ccccc1Nc1nc(Cl)nc(NC(C)(C)C)n1,-5%,-0.8%,0.7%,0.9%,-8%,-0.2%,-41%,2%,14%,
Cc1cccc2c1cnn2C(=O)Nc1ccccc1Cl,-29%,1.1%,0.2%,5.7%,-7%,-0.3%,-3%,-13%,0%,
COc1ccc(CCNc2cc(C)nc3c(-c4ccc(Cl)cc4)c(C)nn23)cc1OC,5%,-2.0%,-1.2%,0.3%,-1%,-0.2%,-13%,9%,14%,
CCOC(=O)c1c(C)n(-c2ccc(C)cc2)c2c(C(C(C)=O)C(=O)O)c(Br)c(O)c(O)c12 (stereo unspecified),-17%,0.6%,15%,-2.2%,27%,-0.2%,55%,-3%,-3%,
Cc1ccccc1S(=O)(=O)Cc1ccc(C(=O)NCCCOC(C)C)o1,17%,0.1%,2.7%,-2.5%,-6%,-0.1%,-12%,3%,22%,
Cc1ccc(C(=O)CC2(O)C(=O)Nc3ccccc32)s1 (stereo unspecified),37%,-0.3%,-0.8%,-2.6%,-9%,0.5%,14%,11%,-11%,
CC1(C)CC(=O)C2=C(C1)Nc1cc(C(=O)c3ccccc3)ccc1NC2c1ccccn1 (stereo unspecified),·,-0.9%,-1.7%,3.6%,-6%,0.1%,-16%,0%,5%,
O=C(Cn1c[n+](CC(=O)c2ccc([N+](=O)[O-])cc2)cn1)c1ccc([N+](=O)[O-])cc1,33%&69%,0.2%&0.2%,4.4%&-2.0%,5.8%&0.3%,-5%&19%,0.2%&-0.1%,-11%&3%,8%&-5%,2%&10%,
O=C(O)c1cccc(S(=O)(=O)N2CCCC(c3nc4c(nnn4Cc4ccc(F)cc4)c(=O)[nH]3)C2)c1 (stereo unspecified),1%,0.2%,4.5%,3.1%,-5%,-0.2%,-6%,8%,-4%,
Cc1ccc(-c2csc3ncnc(SCC(=O)NCc4ccc5c(c4)OCO5)c23)cc1,-10%,1.1%,1.5%,2.6%,-1%,0.3%,10%,-1%,16%,
O=C(NNC(=O)c1ccc(NC(=O)c2ccccc2)cc1)c1ccccc1,21%,0.0%,8.4%,-7.5%,·,0.1%,-11%,0%,3%,
COC(=O)c1ccccc1NC(=O)C(C)n1nc(C)c2c(C)n(-c3ccccc3)nc2c1=O (stereo unspecified),-22%,0.5%,1.4%,-2.6%,-2%,0.0%,7%,5%,1%,
N#CCn1cc(/C=N/NC(=O)c2cc3c(ccc4ccccc43)o2)c2ccccc21,-63%,0.3%,0.0%,6.7%,-1%,0.3%,0%,-11%,-14%,
CCN1C(=O)CC(N2CCC(C(=O)OC)CC2)C1=O (stereo unspecified),16%,0.4%,0.8%,-1.3%,1%,-0.1%,·,-14%,7%,
CN(C)C(=S)NCc1ccccc1,-18%,0.2%,1.6%,8.3%,-11%,-0.1%,-13%,-3%,11%,
Cc1nc2ccccn2c1-c1ccnn1S(=O)(=O)c1ccc(F)cc1,12%,-0.2%,-0.3%,1.2%,5%,-0.2%,25%,-12%,-1%,
C#CCOC(=O)C[N+](C)(C)C/C=C/c1ccccc1,-19%,0.3%,-2.0%,-2.6%,-1%,0.6%,-29%,3%,0%,
CC(C)N1CCc2c(sc(N)c2C#N)C1,-10%,-0.1%,0.5%,7.8%,-2%,-0.1%,-2%,-17%,4%,
Cc1ccccc1Oc1nc2c(C)cccn2c(=O)c1/C=C(\C#N)C(=O)NC1CCS(=O)(=O)C1 (stereo unspecified),6%,-0.9%,-0.3%,5.4%,-47%,0.9%,-13%,8%,-2%,
COc1cc(OC)c(C(=O)OCC(=O)Nc2ccccc2Cl)cc1OC,-32%,-0.2%,-1.0%,13%,12%,0.2%,-9%,-4%,-1%,
O=C(CSCc1ccc(F)cc1)N1CCN(c2ccc(F)cc2)CC1,4%,-1.0%,-1.7%,0.9%,-8%,-0.2%,-27%,2%,4%,
COc1cccc(NC(=O)C(c2ccccc2)N2CCCC2)c1 (stereo unspecified),9%,-0.4%,1.0%,3.9%,7%,-0.4%,-19%,-3%,4%,
COc1ccc(CCC(C)NCc2ccccc2OC)cc1 (stereo unspecified),13%,-1.0%,1.5%,-1.0%,-1%,0.5%,-17%,-3%,-12%,Dengue-2 NS5 capping pilot replicate=-0.6
CCc1ccc2[nH]c(=O)c(C(c3nnnn3CCOC)N3CCN(c4ccc(F)cc4)CC3)cc2c1 (stereo unspecified),27%,0.1%,2.3%,0.0%,8%,-0.1%,-22%,1%,-4%,
CCOc1cc(C(=O)Nc2ccc(N3CCOCC3)cc2)cc(Br)c1OC,-8%,-0.3%,-2.7%,-0.4%,1%,0.5%,-4%,-1%,-1%,
Cn1c(=O)c2sccc2n(CC(=O)NCCC2=CCCCC2)c1=O,-8%,-0.8%,-1.2%,-5.0%,-7%,0.2%,1%,-12%,10%,
CCCn1nnnc1NCc1c(Cl)cccc1Cl,-3%,-0.1%,0.0%,-6.2%,-5%,-0.2%,-52%,-10%,11%,
O=C(Nc1nc(-c2ccc3c(c2)OCO3)cs1)C1COc2ccccc2O1 (stereo unspecified),15%,0.2%,-2.5%,-2.7%,-3%,-0.1%,-31%,-6%,-2%,
CCOC(=O)C1CCCN(C(=O)Cn2c(=O)c3cccn3c3cccnc32)C1 (stereo unspecified),-5%,0.1%,0.4%,2.5%,-2%,0.0%,3%,-7%,12%,
CC(NC(=O)Cn1c(NCCO)nc2ccccc21)C1CC2CCC1C2 (stereo unspecified),·,-0.3%,-0.6%,·,5%,0.2%,-18%,7%,-18%,
Cc1cc(C)nc(NS(=O)(=O)c2ccc(NC(=O)c3ccccc3[N+](=O)[O-])cc2)n1,-37%[20 µM],-0.2%,-1.3%,-5.9%,·,0.0%,-22%,-2%,1%,
O=C(O)c1cc(N2C(=O)CCC2=O)ccc1NCc1cccnc1,26%,0.3%,0.6%,1.4%,0%,-1.9%,-4%,-7%,12%,
CCc1ccccc1NC(=O)c1cccc(Oc2ccc([N+](=O)[O-])cc2Cl)c1,7%,-1.3%,0.3%,3.4%,-3%,-0.2%,-18%,-6%,-3%,
COc1cc(/C=C/C(=O)O)cc(S(=O)(=O)N(C)CCO)c1OC,15%,0.4%,-2.8%,-0.9%,-3%,-0.1%,18%,22%,11%,
S=C(NCc1ccccc1)NC1CCCc2ccccc21 (stereo unspecified),-14%,-0.6%,-0.9%,-2.3%,·,-0.2%,22%,19%,-11%,
CC(C)=CCN1CCN(Cc2c[nH]c3ccccc23)CC1CCO (stereo unspecified),9%,-0.7%,-0.2%,-1.5%,-2%,-0.1%,4%,-9%,-8%,Dengue-2 NS5 capping pilot replicate=-1.5
CC(C)(C)c1ccc(C(=O)N2CCC(=O)N(C(COCc3ccccc3)Cc3ccccc3)CC2)cc1 (stereo unspecified),-23%,-1.2%,0.6%,5.5%,4%,-0.2%,69%,-26%,4%,
CC(=O)Nc1nnc(C)s1,9%,-0.1%,-1.0%,-4.3%,0%,-0.5%,-38%,-11%,2%,
COc1ccc(OC)c(C(=O)NC2CCSc3ccccc32)c1 (stereo unspecified),-32%,-0.3%,-1.9%,-2.5%,-5%,-0.1%,-21%,-2%,6%,
COC(=O)Nc1ccc(S(=O)(=O)N2CCCC(C(=O)N3CCC(C)CC3)C2)cc1 (stereo unspecified),-11%,-0.9%,1.1%,-0.7%,45%,0.2%,-13%,-5%,9%,
Clc1ccccc1CSc1nnc(/C=C/c2ccccc2)o1,-14%,·,-0.3%,-0.6%,-9%,-0.1%,-7%,9%,19%,
Cc1onc(C(=O)NCc2ccccn2)c1[N+](=O)[O-],-16%,·,-0.7%,-0.8%,4%,-0.5%,-25%,-2%,2%,
Cc1c(NC(=O)CSc2nnnn2-c2ccc(C(=O)O)cc2)c(=O)n(-c2ccccc2)n1C,-2%[20 µM],0.8%,0.5%,-6.2%,-6%,1.0%,-12%,16%,8%,
[O-]c1c[n+](-c2ccc(-[n+]3cc([O-])on3)cc2)no1,-25%[20 µM],0.3%,1.7%,0.1%,8%,-0.1%,-36%,1%,11%,

# Sorted by length of the SMILES (high to low): nine of the compounds above.
SMILES,KOR beta-arrestin-1,West Nile virus CPE,HIV peptide binding,KOR beta-arrestin-2,Dengue-2 NS5 capping,GPR55 beta-arrestin,NOD1 NF-kB reporter,GPR35 antagonists,GPR55 antagonists,others
Cc1c(NC(=O)CSc2nnnn2-c2ccc(C(=O)O)cc2)c(=O)n(-c2ccccc2)n1C,-2%[20 µM],0.8%,0.5%,-6.2%,-6%,1.0%,-12%,16%,8%,
CCc1ccccc1NC(=O)c1cccc(Oc2ccc([N+](=O)[O-])cc2Cl)c1,7%,-1.3%,0.3%,3.4%,-3%,-0.2%,-18%,-6%,-3%,
[O-]c1c[n+](-c2ccc(-[n+]3cc([O-])on3)cc2)no1,-25%[20 µM],0.3%,1.7%,0.1%,8%,-0.1%,-36%,1%,11%,
COc1cc(/C=C/C(=O)O)cc(S(=O)(=O)N(C)CCO)c1OC,15%,0.4%,-2.8%,-0.9%,-3%,-0.1%,18%,22%,11%,
CC(C)=CCN1CCN(Cc2c[nH]c3ccccc23)CC1CCO (stereo unspecified),9%,-0.7%,-0.2%,-1.5%,-2%,-0.1%,4%,-9%,-8%,Dengue-2 NS5 capping pilot replicate=-1.5
COc1ccc(OC)c(C(=O)NC2CCSc3ccccc32)c1 (stereo unspecified),-32%,-0.3%,-1.9%,-2.5%,-5%,-0.1%,-21%,-2%,6%,
Clc1ccccc1CSc1nnc(/C=C/c2ccccc2)o1,-14%,·,-0.3%,-0.6%,-9%,-0.1%,-7%,9%,19%,
S=C(NCc1ccccc1)NC1CCCc2ccccc21 (stereo unspecified),-14%,-0.6%,-0.9%,-2.3%,·,-0.2%,22%,19%,-11%,
CC(=O)Nc1nnc(C)s1,9%,-0.1%,-1.0%,-4.3%,0%,-0.5%,-38%,-11%,2%,

# Compound activity (PubChem)
